Source: PubChem (several laboratories)
CHT allo act – CHT positive allosteric modulators, primary screen, cell-based, membrane potential dye, choline EC20; CHT-expressing cells; stronger effect = higher value; LV-AA mutant CHT in HEK293 cells; B-score at 10 µM; 310,000 compounds, 0.49% hits; AID 488977, 2010; High affinity choline transporter 1 (Homo sapiens), Q9GZV3;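 active = initial fluorescence not abnormally high and integrated response B-score, plate-corrected, over 3 SD above library mean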
Target sequence (Q9GZV3 whole entry, looked up): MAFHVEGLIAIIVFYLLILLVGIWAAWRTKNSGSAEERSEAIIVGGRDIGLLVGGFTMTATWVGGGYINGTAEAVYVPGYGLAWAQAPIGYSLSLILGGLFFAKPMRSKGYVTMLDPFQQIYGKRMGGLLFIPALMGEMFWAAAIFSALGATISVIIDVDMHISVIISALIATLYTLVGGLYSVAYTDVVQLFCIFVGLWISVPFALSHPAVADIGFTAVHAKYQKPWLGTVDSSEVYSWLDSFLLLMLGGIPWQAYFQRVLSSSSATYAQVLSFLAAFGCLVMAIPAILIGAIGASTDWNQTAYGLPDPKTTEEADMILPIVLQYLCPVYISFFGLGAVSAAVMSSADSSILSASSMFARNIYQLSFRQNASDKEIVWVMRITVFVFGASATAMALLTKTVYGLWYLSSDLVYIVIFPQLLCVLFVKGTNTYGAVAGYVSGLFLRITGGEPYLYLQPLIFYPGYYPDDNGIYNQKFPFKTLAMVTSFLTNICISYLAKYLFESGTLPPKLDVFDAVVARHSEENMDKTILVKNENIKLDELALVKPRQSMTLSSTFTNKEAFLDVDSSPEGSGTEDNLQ
OX1R antagonist – OX1R (HCRTR1) antagonists, primary screen, fluorescence, CHO/OX1R cells, Fluo-8 calcium, orexin A; inhibition, % at 5 µM; 330,000 compounds, 0.43% hits; Fluo-8 calcium fluorescence; Orexin/Hypocretin receptor type 1 (Homo sapiens), O43613;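 active = inhibition above its plate's threshold, mean inhibition of all tested compounds on the plate plus 3 SD, cut at about 37% in these data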;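 also: 0% = orexin A challenge wells and 100% = SB-334867-A antagonist wells; not every result past the cut was called active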
Target sequence (O43613 whole entry, looked up): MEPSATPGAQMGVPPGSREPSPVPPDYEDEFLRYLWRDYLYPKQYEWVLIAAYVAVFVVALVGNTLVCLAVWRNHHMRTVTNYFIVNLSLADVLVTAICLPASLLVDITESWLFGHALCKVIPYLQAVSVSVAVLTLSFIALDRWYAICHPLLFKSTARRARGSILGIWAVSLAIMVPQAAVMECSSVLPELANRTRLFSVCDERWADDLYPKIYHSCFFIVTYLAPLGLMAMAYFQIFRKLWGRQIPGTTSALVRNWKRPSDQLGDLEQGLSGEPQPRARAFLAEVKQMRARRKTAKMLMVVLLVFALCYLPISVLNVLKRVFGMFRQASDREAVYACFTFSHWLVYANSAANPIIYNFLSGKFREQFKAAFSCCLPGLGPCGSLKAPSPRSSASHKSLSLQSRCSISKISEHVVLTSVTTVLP
* marks the source's active call; other numbers are inactive results; i = inactive; / = not tested or not shown. Rows are unselected, and some 0.8% of all compounds hit somewhere here.

Values run as follows: OX1R antagonist | CHT allo act
> O=C(Nc1ccc(C(=O)N2CCN(c3ccc(F)cc3)CC2)cc1)C1=CSCCO1
  -10.7 | i
> CC(=O)c1cccc(N(CC(=O)NC2CCCC2)C(=O)c2ccc(C)s2)c1
  -16.9 | i
> O=C(COC(=O)c1cc([N+](=O)[O-])ccc1N1CCOCC1)c1ccccc1
  -25.8 | i
> CN1CCN(c2oc(-c3ccco3)nc2S(=O)(=O)c2ccccc2)CC1
  -9.7 | i
> COc1cccc(-n2c(C)cc(/C=C3\C(=N)N4N=C(CC(=O)N5CCOCC5)SC4=NC3=O)c2C)c1
  -9.6 | i
> Cc1noc(C)c1C(=O)Nc1ccc(Cl)cc1C(F)(F)F
  9.9 | i
> Cc1cc(C(=O)COC(=O)c2n[nH]c3ccccc23)c(C)n1C
  -0.5 | i
> CCOc1ccccc1C(=O)Nc1cc(C)ccc1NC(=O)c1ccco1
  -24.4 | i
> CCOc1ccc2nc(NS(=O)(=O)c3ccc(NC(C)=O)cc3)sc2c1
  -17.9 | i
> Cn1c(=O)cc(OCCCC(=O)NCc2ccco2)c2ccccc21
  -9.5 | i
> CC(C)CC(=O)N=C1SC2CS(=O)(=O)CC2N1Cc1ccccc1 (stereo unspecified)
  -11.1 | i
> CCOC(=O)c1c(NC(=O)c2ccc(S(=O)(=O)N3CCOCC3)cc2)sc2c1CCN(C(C)C)C2
  -31.4 | i
> COC(=O)c1ccc(N2CCC(c3cc(-c4ccc(OC)cc4)n[nH]3)CC2)c([N+](=O)[O-])c1
  -12.9 | i
> COc1ccc(-c2cc(C3CC3)nc(N)c2C#N)cc1
  -34.5 | i
> O=C(Oc1ccccc1Cl)c1ccc2c(=O)n3c(nc2c1)CCC3
  -18.6 | i
> CC1CCc2nn(CC(=O)NCCC3=CCCCC3)cc2C1 (stereo unspecified)
  -6.6 | i
> COCCN1CCN(Cc2cn(C)nc2-c2ccc(Oc3ccccc3)cc2)CC1
  -27.9 | i
> C=CCN(c1ccccc1)S(=O)(=O)c1cccc(C(=O)Nc2ncccc2C)c1
  -22.3 | i
> O=C(Nc1cccc(-c2nc3ccccc3o2)c1)c1ccc(N2C(=O)C3C4C=CC(C4)C3C2=O)cc1 (stereo unspecified)
  -7.6 | i
> Cc1ccc(S(=O)(=O)N2CCC(=O)N(C(COCc3ccccc3)Cc3ccccc3)CC2)cc1 (stereo unspecified)
  -30.1 | i
> C=CCNC(=O)C1CCCN(S(C)(=O)=O)C1 (stereo unspecified)
  -8.4 | i
> Cc1noc(NS(=O)(=O)c2ccc(NC(=O)CCCOc3ccc(Cl)cc3Cl)cc2)c1C
  -9.7 | i
> Cc1cccc(NC(=O)c2cnc3sccn3c2=O)n1
  -0.3 | i
> CCOC(=O)N1CCC(c2cc(=O)n3[nH]ccc3n2)CC1
  -7.7 | i
> Cc1ccc(CN2CCN(/N=C/c3cc(Br)ccc3O)CC2)cc1
  -7.1 | i
> Nc1nc(NCCCN2CCOCC2)nc(Nc2ccc(Cl)cc2)c1[N+](=O)[O-]
  -30.8 | i
> Cc1noc(C)c1CC(=O)NC1CC(C)(C)Cc2c1cnn2-c1ccccc1 (stereo unspecified)
  -13.0 | i
> CC(C)CCn1c(SCc2ccc(Cl)cc2)nc2c1c(=O)[nH]c(=O)n2C
  -8.4 | i
> Cc1nc(C)n(CCNS(=O)(=O)c2ccc(C)c(C)c2)n1
  -9.2 | i
> CC(C)C(=O)NC(NC(=S)Nc1ccc(S(N)(=O)=O)cc1)C(Cl)(Cl)Cl (stereo unspecified)
  4.8 | i
> CCn1cc(C(=O)OCC(=O)N2C(C)CCCC2C)c(=O)c2ccc(C)nc21 (stereo unspecified)
  -23.8 | i
> Cc1cc(=O)oc2cc(OCC3CC(c4ccc(Cl)cc4)=NO3)ccc12 (stereo unspecified)
  -9.5 | i
> Fc1ccc(N=Cc2ccc[nH]2)cc1
  3.1 | i
> Cn1c(Cn2c(=O)sc3ccccc32)nnc1SCc1ccccn1
  -17.3 | i
> Cc1cccc(C(=O)NC2CCN(C(=O)Nc3ccc(F)cc3)CC2)c1
  -16.1 | i
> CCc1ccc(N(C(=O)c2csnn2)C(C(=O)NC(C)(C)CC)c2ccccn2)cc1 (stereo unspecified)
  -22.3 | i
> CC(C)(Cc1ccccc1)NC(=O)C(=O)c1cn(CC(=O)N2CCOCC2)c2ccccc12
  -18.3 | i
> COc1ccc([N+](=O)[O-])cc1NS(=O)(=O)Cc1ccccc1
  -10.6 | i
> COc1ccccc1C(=O)N1CC2(C)CC1CC(C)(C)C2 (stereo unspecified)
  -9.6 | i
> COc1ccc(NC(=O)CSc2nnc(-c3cccs3)n2Cc2ccco2)cc1OC
  -8.8 | i
> CC(=O)c1nn(-c2ccc(Br)cc2)cc1C(=O)c1ccccc1
  -18.1 | i
> COc1ccc(-c2oc3ccccc3c2C(=O)OCc2ccccc2OC)cc1
  -41.2 | i
> Cc1cccc(N2C(=S)N=C(Nc3c(C)cccc3C)C23CCOC(C)(C)C3)c1 (stereo unspecified)
  -0.3 | i
> Cc1cc(O)c(C=O)c2c1C(=O)Oc1c(CO)c(O)c3c(c1O2)C(O)OC3=O (stereo unspecified)
  6.7 | i
> Cc1ccccc1CS(=O)(=O)c1nnc([C@H](Cc2ccccc2)NC(=O)OC(C)(C)C)o1
  34.1 | i
> O=c1c2ccccc2ncn1-c1ccc([N+](=O)[O-])cc1[N+](=O)[O-]
  -11.3 | i
> CCc1ccc(OCCOCC(O)CNC2CCCC2)cc1 (stereo unspecified)
  -17.6 | i
> Nc1nncn1C(=O)CCCN1C(=O)c2ccccc2C1=O
  7.9 | i
> O=C(NC1=NCCS1)Nc1ccccc1
  -3.3 | i
> CN1CCc2c(sc3c2C(=O)NC(c2ccc4c(c2)OCO4)N3)C1 (stereo unspecified)
  2.7 | i
> Cn1c(=O)c2c(ncn2CC(=O)N/N=C/C(Br)=C/c2ccccc2)n(C)c1=O
  -12.7 | i
> Cc1cc2n(n1)C(c1sccc1C)Nc1c(C)cccc1-2 (stereo unspecified)
  -22.5 | i
> CC(=O)NCCC(=O)Nc1ccc(F)cc1C
  -9.6 | i
> COc1ccc(OC)c(NC(=O)C2C3CCC(C3=C(C)C)C2C(=O)O)c1 (stereo unspecified)
  -5.4 | i
> CC(c1ccc(F)cc1)n1c(Cn2ncc3ccccc3c2=O)n[nH]c1=S (stereo unspecified)
  -24.2 | i
> Cc1ccc(-c2nc3ccccn3c2NC(=O)c2ccco2)cc1
  -5.0 | i
> CCN(c1cc(C)cc(C)c1)S(=O)(=O)c1nnc(NC(=O)C(C)C)s1
  / | i
> COc1cc(/C=C(/C#N)c2nc3ccccc3[nH]2)ccc1OCc1ccc(C(=O)O)o1
  -7.5 | i
> CNCc1ccccc1OCC(=O)Nc1ccccc1
  -6.8 | i
> O=C(Cc1cccs1)N1CCN(S(=O)(=O)c2cc(Cl)ccc2Cl)CC1
  -11.8 | i

Additional records follow.
Values run as follows: OX1R antagonist | CHT allo act
> COc1cccc(CN2CCNC(=O)C2CC(=O)N(C)C2CCCCC2)c1 (stereo unspecified)
  -22.6 | i
> CCOC(=O)N1CCN(C(=O)Nc2ccccc2)CC1
  -4.1 | i
> Cc1nn(CCCC(=O)NCCc2ccc(Cl)cc2)c(=O)c2nn(-c3ccccc3)c(C)c12
  -14.7 | i
> COc1ccc(C(=O)C(CCC(CNC(C)(C)C)C(=O)c2ccc(OC)cc2)CNC(C)(C)C)cc1 (stereo unspecified)
  -1.7 | 6.56*
> CC1CN(C(=O)c2cccc(S(=O)(=O)NCc3ccccc3)c2)CC(C)O1 (stereo unspecified)
  -4.0 | /
> CSc1nsc(SCC(=O)N2CCN(c3ccccc3)CC2)n1
  -13.3 | i
> Cn1ccnc1C(=O)c1cc(SCC(=O)N2CCOCC2)nc2ccccc12
  -14.2 | i
> O=S(=O)(Nc1ncccn1)c1ccc(F)cc1
  / | i
> O=C(COC(=O)CCc1ccc(S(=O)(=O)N2CCOCC2)cc1)Nc1ccccc1[N+](=O)[O-]
  -14.3 | /
> COc1cccc(C(O)Cc2nc3ccccc3n2C)c1OC (stereo unspecified)
  -15.1 | i
> C/C(Cn1nnc([N+](=O)[O-])n1)=N\NC(=O)c1ccc(O)cc1O
  -3.5 | i
> Cc1cccc(-c2cc3nc(C)cc(NCCCN(C)C)n3n2)c1
  -19.3 | i
> CCCc1cc(=O)[nH]c(SCC(=O)N2CCC(C)CC2)n1
  -3.8 | i
> CC1=CC(C)(C)N2C(=O)C3(C(C#N)=C(N)OC4=C3C(=O)CC(C)(C)C4)c3cc(C)cc1c32 (stereo unspecified)
  -24.8 | i
> CSCCC(NC(=O)c1ccco1)C(=O)NCc1ccc(F)cc1 (stereo unspecified)
  -2.0 | i
> Nc1nc(N)nc(Cc2ccccc2O)n1
  0.2 | /
> N=C1C(c2nc3ccccc3s2)=C(O)CN1c1ccccc1
  -21.2 | i
> CC1(C)Cc2ccccc2C2CC(O)C(=O)N21 (stereo unspecified)
  2.9 | i
> COc1ccc(CCNC(=O)COC(=O)Cn2cnc3c2c(=O)n(C)c(=O)n3C)cc1
  7.0 | /
> O=C(O)c1cc2c(cc1NC(=O)c1c(F)cccc1F)OCCCO2
  -6.6 | i
> O=C(COC(=O)c1cc(Cl)nc(Cl)c1)NCCc1ccc(F)cc1
  6.7 | /
> O=C1CSc2ccc(S(=O)(=O)N3CCN(c4ccccc4)CC3)cc2N1
  -10.1 | i
> O=C(Nc1ccccc1)c1ccc(-c2ccccc2)s1
  -4.7 | i
> CN(C)c1cccc(N(C)C)c1CNC(=O)C(C)(C)C
  -8.7 | i
> O=C(Cc1ccc(Cl)cc1)Nc1ccc(NC(=O)c2ccccc2)cc1
  -11.5 | i
> CSc1ccc(S(=O)(=O)N2CCCC2)cc1
  5.7 | i
> Cc1ccc(O)c(CC(C)C)n1
  -4.8 | i
> CCC(C)(C)NC(=O)C(c1ccncc1)N(Cc1cccs1)C(=O)Cn1nnc2ccccc21 (stereo unspecified)
  -37.2 | i
> O=c1[nH]c(-c2cccnc2)nc2sc(-c3ccccc3)cc12
  -9.0 | i
> CCOC(=O)c1nc2ccccc2nc1C
  -2.9 | i

Quoted from above for reference:
Values run as follows: OX1R antagonist | CHT allo act
> CCC(C)(C)NC(=O)C(c1ccncc1)N(Cc1cccs1)C(=O)Cn1nnc2ccccc21 (stereo unspecified)
  -37.2 | i
> O=c1[nH]c(-c2cccnc2)nc2sc(-c3ccccc3)cc12
  -9.0 | i
> CCOC(=O)c1nc2ccccc2nc1C
  -2.9 | i

Continuation.
Values run as follows: OX1R antagonist | CHT allo act
> COc1cc2cnc(CCO[C@H]3CCCCO3)cc2cc1OC
  -15.1 | /
> COC(=O)C1=C(NC(=O)c2ccc(C)cc2)CCS1
  -19.8 | i
> COc1ccc(NC(=O)c2cc(C)no2)cc1OC
  2.3 | i
> CCC(=O)Nc1ccc(C(=O)NCc2ccccn2)cc1
  1.2 | i
> CC(=O)Nc1ccc(C)cc1NC(C)=O
  -1.6 | i
> Cc1ccc(NC(=O)CN(CCc2ccccc2)S(C)(=O)=O)cc1
  / | i
> Cc1c(C)n(C)c2ccc(C(=O)NCCCN3CCN(C)CC3)cc12
  -10.7 | i
> O=C1CCC(=O)N1c1ccccc1OS(=O)(=O)c1ccccc1
  -13.0 | i
> O=C(CN1C(=O)NC2(CCCCC2)C1=O)NCCc1ccc(Cl)cc1Cl
  -19.2 | /
> OC1c2cc(Br)ccc2N=C2CCCN21 (stereo unspecified)
  2.5 | i
> O=C(Cc1ccsc1)N1CCN(S(=O)(=O)c2ccccc2F)CC1
  -12.1 | /
> CCc1ccc(C(C)NC(=S)NC2CCCCC2)cc1 (stereo unspecified)
  / | i
> CC(OC(=O)c1cc(=O)[nH]c2ccccc12)C(=O)NC1CCCC1 (stereo unspecified)
  -15.3 | /
> O=C(CN1CCCCCC1=O)OCc1ncc(-c2ccccc2)o1
  -6.2 | i
> CN1CCC(N(C)S(=O)(=O)c2ccc(NC(=O)COc3ccc(Br)cc3Cl)cc2)CC1
  -7.3 | i
> CC(C)C[C@@H](COc1ccccc1)N1CCN(CCc2ccccc2)CCC1=O
  -29.2 | i
> CCC(=O)N1CCc2cc(S(=O)(=O)N3CCCCC3CC)ccc21 (stereo unspecified)
  4.4 | i
> CCn1c(C)c(C(C)=O)c(N2CCN(c3ccc(F)cc3)CC2)nc1=S
  -9.1 | i
> CNC(=O)Nc1cc(C(C)(C)C)no1
  -3.6 | i
> CCOc1ccc(NC(=O)CN(C)C(=O)Cc2ccsc2)cc1OCC
  -17.7 | /
> COc1cc(/C=C/C(=O)OCC(=O)Nc2ccc(S(=O)(=O)N3CCCC3)cc2)ccc1O
  -7.2 | i
> CC1CSC(N(C(=O)c2ccc(S(C)(=O)=O)cc2)c2ccc(Cl)cc2)=N1 (stereo unspecified)
  -13.5 | i
> COc1ccc2[nH]c3c(=O)n(CCCC(=O)NC4CCC(C)CC4)c(=S)[nH]c3c2c1 (stereo unspecified)
  -2.3 | i
> CCOC(=O)C1=C(O)C(Nc2nccs2)(C(F)(F)F)N=C1C (stereo unspecified)
  -13.5 | i
> CC(=O)N1N=C(N)SC12CCCC2
  -6.8 | i
> Cc1csc(SCC(=O)Nc2cc([N+](=O)[O-])ccc2F)n1
  -6.5 | /
> O=S(=O)(NCCOCC(F)(F)F)c1ccc2oc3ccccc3c2c1
  56.3* | i
> O=C(CC(=O)c1ccccc1)Nc1ccccc1C(F)(F)F
  -13.9 | i
> O=C1CN(C(=O)/C=C/c2ccc(Cl)cc2Cl)CCN1
  -5.3 | i
> O=C(/C=C/c1ccc(O)c(O)c1)NC(=O)c1ccccc1O
  9.1 | i
> COC(=O)c1ccccc1NC(=S)N(Cc1ccc2c(c1)OCO2)Cc1cc2ccc(OC)cc2[nH]c1=O
  -26.2 | i
> O=C(c1cc(-c2ccc(O)cc2)on1)N1CCCC1
  8.1 | i
